# TTR transcr act: increases transthyretin transcription | SH-SY5Y TTR promoter Gaussia luciferase, luminescence; 100% = recombinant luciferase protein wells | activation, % at 16.7 µM | hit rate 1.3% among 92,000 | AID 1117267;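 active = activation above the mean of all tested compounds plus 3 SD, cut at about 9.5% in these data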;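 note: cells exposed to compounds for one day before reading; 0% = median of all test compound wells on the plate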
# * = called active by the depositor. Some of the compounds tested (hit frequency here may not be typical).
mol	TTR transcr act
CCNC(=O)NC(=O)C(C)OC(=O)CNS(=O)(=O)c1c(Cl)cc(Br)cc1Cl (configuration not stated)	-0.7
Nc1ccccc1Oc1ncc(C(F)(F)F)cc1Cl	0.5
CCCCCN(C(=O)CCC(=O)OCc1ccccc1Cl)c1c(N)n(CCCC)c(=O)[nH]c1=O	-0.6
Cc1cc(C)n(CCN(C)C(=O)c2cc(COc3c(F)cccc3F)on2)n1	0.5
CC(Sc1ccccc1)C(=O)NN=C1CCCCCC1 (configuration not stated)	0.1
Cc1cccc(N2C(=O)SC(N(CC(=O)O)c3cccc(C)c3)C2=O)c1 (configuration not stated)	-1.3
Cc1ccc(Cc2c(-c3cccc(Cl)c3)nc3c4ccccc4ccn23)cc1	2.9
CCOC(=O)Cc1c(C)nc2c(-c3cccc(Br)c3)c[nH]n2c1=O	-1.6
CCC(=O)N1CCN(c2ccc(NC(=O)c3ccc(Br)o3)cc2)CC1	8.5
Cc1ccccc1CC1(CO)CCCN(C(=O)Cc2c(F)ccc(F)c2F)C1 (configuration not stated)	-0.6
Cn1nnnc1SCC(=O)Nc1c(Cl)cccc1Cl	-0.5
O=C(c1ccccc1)N1N=C(C(F)(F)F)CC1(O)c1ccc(F)cc1 (configuration not stated)	0.1
COc1ccccc1CN(CC(=O)NCc1ccco1)C(=O)CNS(=O)(=O)c1ccc(C)cc1	12*
COc1cccc(CN(C)C(=O)c2ccc3c(=O)n4c(nc3c2)CCC4)c1OC	4.2
COc1cccc(CC(NC(C)=O)C(=O)NC2CCN(c3c(Cc4ccccc4)c(C)nc4ncnn34)CC2)c1 (configuration not stated)	0.1
CC(C)c1c(C(=O)N/N=C/c2ccc(C(F)(F)F)cc2)nnn1-c1nonc1N	3.0
COc1ccc(C(=O)N2CCC2(C)C(=O)NC(C)C)c(OC)c1 (configuration not stated)	1.2
CCC(CC)C(=O)N(c1ccc(F)cc1)C1C=CS(=O)(=O)C1 (configuration not stated)	-0.4
CSc1nc2ccc(S(=O)(=O)N3CCCCC3)cc2s1	7.3
Cc1ccc(NC(=S)Nc2cc(C)on2)cc1	0.7

# A second format for part of the listing above:
TTR transcr act | Molecule
0.1 | O=C(c1ccccc1)N1N=C(C(F)(F)F)CC1(O)c1ccc(F)cc1 (configuration not stated)
12* | COc1ccccc1CN(CC(=O)NCc1ccco1)C(=O)CNS(=O)(=O)c1ccc(C)cc1
4.2 | COc1cccc(CN(C)C(=O)c2ccc3c(=O)n4c(nc3c2)CCC4)c1OC
0.1 | COc1cccc(CC(NC(C)=O)C(=O)NC2CCN(c3c(Cc4ccccc4)c(C)nc4ncnn34)CC2)c1 (configuration not stated)
3.0 | CC(C)c1c(C(=O)N/N=C/c2ccc(C(F)(F)F)cc2)nnn1-c1nonc1N
1.2 | COc1ccc(C(=O)N2CCC2(C)C(=O)NC(C)C)c(OC)c1 (configuration not stated)

# The listing continues:
mol	TTR transcr act
Cc1nc(Nc2ccc(Cl)cc2)c2oc3ccccc3c2n1	-0.8
Cc1ccccc1C(=NCCCN(C)C)c1ccccc1C	1.7
Fc1ccc(-c2nc3ccc(Br)cn3c2Cc2cccc(F)c2)cc1	-2.4
O=C(c1ccc(Br)s1)N1CCN(Cc2ccc3c(c2)OCO3)CC1	0.2
COc1ccc(C(=O)N[C@H](C(=O)Nc2cccc(S(=O)(=O)N3CCOCC3)c2)C(C)C)cc1	-0.6
CCc1cccc2c(C#N)cn(CC(=O)NCc3ccco3)c12	3.3
CCCC(=O)N=c1sc2c(OC)ccc(OC)c2n1C	0.4
COc1ccc(CC(=O)n2c(CC#N)nc3ccccc32)cc1OC	3.4
c1ccc(COc2ccc(OCCCN3CCCCC3)cc2)cc1	-0.7
NS(=O)(=O)c1ccc(N/N=C/c2ccc3c(c2)OCO3)c([N+](=O)[O-])c1	-0.9
CCc1sc(C(=O)Nc2ccc3c(c2)OCCO3)cc1Br	0.8
Cc1ccc(C(=O)Nc2ccc(CN3CCS(=O)(=O)CC3)cc2)cc1C	-2.8
CCN(CC(=O)NC(C)C)Cc1nc2sc3c(c2c(=O)[nH]1)CCC3	13*
CSc1nnc(CNS(=O)(=O)c2ccc(Cl)cc2)n1C	-0.7
Cc1cc(N2CCN(C3CCCCC3)CC2)nc2cccc(O)c12	2.2
Fc1ccc(C2CCCCN2Cc2nc(CC3CC3)no2)cc1 (configuration not stated)	-0.4
Cc1ccc(C)c(N2CCN(C(=O)CCCn3c(=S)[nH]c4cc5c(cc4c3=O)OCO5)CC2)c1	0.1
Cc1ncc([N+](=O)[O-])n1CCOC(=O)NC(NCc1cccnc1)C(Cl)(Cl)Cl (configuration not stated)	4.6
COc1ccc(S(=O)(=O)N2CCCC(C(=O)NC3CC3)C2)cc1OC (configuration not stated)	0.4
CCOCCCNC(=S)N1CCN(CC)CC1	3.5
O=C(Oc1c(-c2ccccc2)c(=O)n2c3c(cccc13)CC2)c1ccco1	0.4
NC(=O)COc1ccc(NS(=O)(=O)Cc2ccccc2)cc1	5.0
COc1ccc2ccn(S(=O)(=O)c3ccccc3)c2c1	1.0
CCCCn1c(N)c(N(CC(C)C)C(=O)C2CCCN(C(=O)c3ccc(Cl)cc3)C2)c(=O)[nH]c1=O (configuration not stated)	-1.8
COc1ccc(Cn2ccnc2SCC(=O)Nc2ccccc2OC)cc1	4.2
O=C(CCS(=O)(=O)c1ccc(Br)cc1)N1CCN(c2ccc(Cl)cc2)CC1	3.5
Cc1ccc(C)c(N(CC(=O)NCc2ccccc2)C(=O)c2csnn2)c1	2.2
COC(=O)[C@]12C[C@H](CC(=O)N3CCCC3)C(=O)N(Cc3cccc4ccccc34)C1=C[C@H](C(C)C)O[C@@H]2C1CC1	1.3
Cc1cccc(N2CCN(C(=S)c3ccccc3)CC2)c1	-0.8
Cc1ccccc1OCC(=O)Nc1ccc2oc(=O)ccc2c1	1.4
COc1ccc(C(=O)CSc2nnc(COc3ccc(C#N)cc3)n2-c2ccccc2)cc1	-0.3
CCOC(=O)c1c(C)[nH]c(C)c1C(=O)CSc1nc2ccccc2n1CCC#N	-0.4
CC(C)[C@H]1CN=C2N(CCNC(=O)CCC3CCCCC3)[C@H](Cc3ccc(O)cc3)CN21	5.9
O=C(NCc1ccc(N2CCCC2=O)cc1)c1cnccn1	-0.6
O=C(CSc1cccc[n+]1[O-])c1ccccc1Br	-2.4
Cc1cccc(C(=O)OCC(=O)NN2C(=O)NC3(CCCCC3)C2=O)c1	-0.7
CNC(=O)C1Cc2c(-c3cccc(F)c3)ccnc2O1 (configuration not stated)	2.6
CC(=O)c1ccn(S(=O)(=O)c2ccc(Cl)cc2)c1	1.9
O=C(/C=C\c1ccco1)Nc1nc(-c2ccc3ccccc3c2)cs1	-4.6
Cc1cccc(N(Cc2cc(=O)[nH]c3ccccc23)C(=O)C(C)C)c1	0.4
CC(=O)Oc1ccc2c(c1)c(C(C)=O)c(C)n2C	0.0
CCC(=O)Nc1ccc2oc(-c3ccccc3Br)nc2c1	-3.1
Cc1ccc(-c2c(C)c(-c3ccc(F)cc3)nc(N)c2C#N)o1	-1.0
O=S1(=O)N=C(N2CCCC2)c2ccccc21	0.4
COCCCNC(=O)CN(c1ccc(OC)cc1)S(=O)(=O)c1ccc(NC(C)=O)cc1	2.5
Cc1ccc2nc(CCCc3nc4ccc(C)cc4[nH]3)[nH]c2c1	-0.8
CC(=O)c1ccc(O)c(CC=C(C)C)c1O	-0.4
Clc1ccc(-c2nc(-c3cc4cc(Cl)ccc4o3)cs2)cc1	-0.3
C/C=C/c1cccc(-c2nc(C(=O)NC3Cc4ccccc4C3)cc3c2[C@@H](CCO)N(C(C)=O)C3)c1	0.6
Cc1ccc(NCC(=O)Nc2cccc(F)c2)cc1S(=O)(=O)N1CCCCCC1	-3.2
O=C(Nc1ccc2c(c1)OCO2)c1ccc(Cl)nc1	-1.4
COc1cccc(CNc2nc3ccc(C)cc3n3cnnc23)c1	5.5
CC(=O)NC(Cc1c[nH]c2ccccc12)C(=O)OCC(=O)N1CCN(S(=O)(=O)c2ccc(Cl)cc2)CC1 (configuration not stated)	2.3
CCOC(=O)N1CCC(c2cc(=O)n3[nH]c(C)c(-c4ccc(F)cc4)c3n2)CC1	-1.6
NC(=O)c1cccnc1Oc1ccc(Cl)cc1	-1.1
Cc1ccc(Cc2cnc(N3C(=N)SC(C)C3=O)s2)cc1 (configuration not stated)	3.1
Cc1ccccc1NC(=S)NCc1ccc2c(c1)OCO2	-3.2
COc1cc2c(cc1OC)C(c1ccc3c(c1)OCO3)C1=C(CC(C)(C)CC1=O)N2 (configuration not stated)	-3.4
Cc1cccc(C)c1NC(=O)CNc1ncnc2sc(C)c(C)c12	4.4
O=C(NC1CCCc2c1cnn2-c1ccc(F)cc1F)c1cnccn1 (configuration not stated)	-2.6

# (next part)
mol	TTR transcr act
Cc1cc(C(=O)N/N=C/c2ccc([N+](=O)[O-])cc2)c2ccccc2n1	-0.9
COc1ccc(OCc2nnc(SCC(=O)Nc3ccccc3F)o2)cc1	0.8
Cc1ccc(Sc2cnc3ccccc3n2)cc1	-1.1
CSCCC(NC(=O)C1CCC(C)CC1)C(=O)NCCN1CCC(C)CC1 (configuration not stated)	1.2
CC(=O)C1C(c2ccc(Br)cc2)C2C(C)=NN=C2CC1(C)O (configuration not stated)	1.3
N=c1n(CC(=O)c2cccs2)c2ccccc2n1Cc1ccccc1	-1.5
Cc1ccc(S(=O)(=O)N(Cc2nccn2C)C(C)C)cc1	-0.5
N#CCC(=O)Nc1nc(-c2ccc3c(c2)OCCO3)cs1	-1.5
COC(=O)C(C)N(C(=O)c1cccc2ccccc12)c1c(C)cccc1C (configuration not stated)	0.5
COc1ccccc1NC(=S)N(Cc1ccc(C)cc1)Cc1cccnc1	-0.1
Cc1cccc(NS(=O)(=O)c2ccc(OCC(=O)N3CCCC3)cc2)c1	0.5
Cc1occc1C(=O)Nc1cccc(Cn2cccn2)c1	-0.5
COc1ccc(CNC(=O)C(c2ccc(C)o2)N(C(=O)c2csnn2)c2ccc(C(C)C)cc2)cc1 (configuration not stated)	-5.5
COc1cccc(N2CCN(C(=O)c3ccc(CS(=O)c4ccc(Cl)cc4)o3)CC2)c1 (configuration not stated)	2.0
COc1ccc(OCCOC(=O)CNS(=O)(=O)c2ccc(SC)c([N+](=O)[O-])c2)cc1	0.4
CS(=O)(=O)N(CC(=O)N1CCOCC1)c1cccc(Cl)c1	-0.8
COc1ccccc1NC(=O)CN1CCC(c2nc3ccccc3[nH]2)CC1	4.1
c1ccc2c(c1)ccc1nnnn12	-1.5
CCCCNC(=O)C1(C)CCC(=O)N1CCCn1ccnc1 (configuration not stated)	1.3
Cn1ncc2c1NC(c1ccc(F)cc1)SCC2=O (configuration not stated)	-1.0

# TTR transcr act: hit marks shown above.
mol	TTR transcr act
COc1ccccc1CN(CC(=O)NCc1ccco1)C(=O)CNS(=O)(=O)c1ccc(C)cc1	12*
CCN(CC(=O)NC(C)C)Cc1nc2sc3c(c2c(=O)[nH]1)CCC3	13*

# (next part)
mol	TTR transcr act
CCc1nc(Nc2ccccc2F)c2oc3ccccc3c2n1	2.0
COC(=O)c1ccc(N2CCc3ccccc32)c([N+](=O)[O-])c1	-0.7
CCOc1ccccc1/C=N/OCC(=O)NCc1ccc(F)cc1	-0.3
CC1=C(C(=O)Nc2ccc(F)c(F)c2)C(c2cccs2)NC(=S)N1 (configuration not stated)	2.8
CC/C(=N/NC(=O)CNc1ccc(Cl)cc1C)c1ccccc1	-2.1
O=C(NCc1ccco1)C(=O)NCC1OCCCN1S(=O)(=O)c1ccc(Cl)cc1 (configuration not stated)	-0.6
Cc1cc(N)ccc1N=Nc1c(C)n(C)n(-c2ccccc2)c1=O	-1.6
O=C(c1ccccc1F)N(Cc1cccnc1)Cc1cc2cc3c(cc2[nH]c1=O)OCCO3	1.4
Cc1cc(C(=O)Nc2cccc(C(=O)O)c2)c(C)o1	4.7
Cc1c(NC(=O)COC(=O)C23CC4CC(CC(Br)(C4)C2)C3)c(=O)n(-c2ccccc2)n1C	-0.9
COc1ccccc1CC(=O)N1CCN(S(=O)(=O)c2ccccc2)CC1	-1.3
O=[N+]([O-])c1ccccc1/C=C/C=N/n1c(-c2ccccc2)n[nH]c1=S	3.3
CCN(CCn1cccn1)C(=O)CC1C(=O)NCCN1CCc1ccccc1 (configuration not stated)	-1.8
COc1ccc(S(=O)(=O)Nc2cccc(S(=O)(=O)N3CCCCC3)c2)cc1	-1.2
CCN(CC)c1ccc(NC(=O)CSc2nc(C3CC3)nc3ccccc23)cc1C	0.5
COC(=O)[C@@]12C[C@@H](CC(=O)N3CCC(c4ccccc4)CC3)C(=O)N(Cc3ccco3)C1=CCC(C)(C)C2	-0.6
CCCNC(=O)N1CCN(S(=O)(=O)c2ccc3c(c2)OCCO3)CC1	2.7
CC(C)NC(=O)NCCCCCCS(C)=O (configuration not stated)	1.0
CCOC(=O)c1cnc(SC)nc1Nc1cccc2ccccc12	6.0
O=C(CCC(=O)NCCCc1ccccc1)NCCCc1ccccc1	3.2
CCCC(=O)Nc1nnc(CCOC)s1	0.6
CCSc1nnc(-c2ccccc2NC(C)=O)c(=O)[nH]1	3.6
O=C1O/C(=C/C(=O)N2CCOCC2)c2ccccc21	-3.6
Cc1cc(Cl)ccc1NC(=O)CCC(=O)O	4.1
CC(=O)Nc1ccc(S(=O)(=O)Nc2ccc(C(=O)NCC(=O)O)cc2)cc1	0.2
CCOc1ccccc1NC(=O)CCCc1nc2ccccc2c(=O)[nH]1	1.5
O=C(NCC(=O)N(c1ccc2c(c1)OCCO2)C(C(=O)NC1CCCC1)c1ccco1)c1ccco1 (configuration not stated)	1.2
CCCCCCN1CCN(C2CN(Cc3ccccc3)S(=O)(=O)C2)CC1 (configuration not stated)	1.8
CCCCCC(=O)N1C[C@H](n2cc(COC(=O)c3ccccc3)nn2)[C@@H](O)C[C@@H]1c1ccc(OC)cc1	0.7
CC/C(=C(/c1ccccc1)c1ccc(OCC[N+](C)(C)C)cc1)c1ccccc1	4.8
